# Bioassay records: PubChem, several laboratories
# MDM2 E3 inh – Mdm2 E3 ligase (human) inhibition. Q00987. cell-based MDM2 ubiquitination luciferase reporter, 2 h; 0 = plate control, 100 = twice control, blank-subtracted. signal enhancement, % at 5 µM. 0.11% of 210,000 active. AID 1230;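 active = signal enhancement of 30% or more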;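 note: luminescence tracks abundance of the self-degrading MDM2-luciferase fusion protein; higher signal means inhibition of MDM2 E3 ligase activity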
#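 Material: Stable MDM2–luciferase fusion reporter cells | Amount: 2000 cells seeded into each well | Dosing: One concentration, 5 µM, with 0.2% DMSO | Incubation: 4 h cell settling then 2 h compound exposure, 37 °C | Measured by: Luciferase luminescence | Read-out basis: % enhancement relative to plate controls after blank subtraction | Benchmarks: Control and blank well means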
# Rad51 HR inh – Rad51 (human) homologous recombination inhibition | AID 1385 | inhibition, % at 10 µM | Q06609 | hRad51 DNA strand exchange, fluorescence dequenching | 0.085% of 200,000 active;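 active = inhibition above 40% at the single screening dose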;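 note: 0% = DMSO control wells and 100% = blanks with heterologous ssDNA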
# Target sequence (Q06609 whole entry, looked up): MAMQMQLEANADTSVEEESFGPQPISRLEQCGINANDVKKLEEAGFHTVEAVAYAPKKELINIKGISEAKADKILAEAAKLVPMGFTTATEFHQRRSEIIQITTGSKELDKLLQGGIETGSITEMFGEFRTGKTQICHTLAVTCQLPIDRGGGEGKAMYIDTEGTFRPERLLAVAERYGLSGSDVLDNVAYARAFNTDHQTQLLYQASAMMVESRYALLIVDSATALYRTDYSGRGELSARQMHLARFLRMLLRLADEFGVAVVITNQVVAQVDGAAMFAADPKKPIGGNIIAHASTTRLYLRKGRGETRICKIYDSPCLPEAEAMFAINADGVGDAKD
#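 Test system: preformed human Rad51 ssDNA filaments. Compound dosing: single dose, 10 µM final compound. Incubation: filaments 15 min 37 °C, then compound 30 min. Technique: FRET fluorescence dequenching, excitation 485 nm, emission 520 nm. Read-out basis: percent inhibition from fluorescence, normalised to plate control and blank means. Benchmarks: plate controls and plate blanks.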
# FXIIa inh 1536 – inhibitors of human coagulation factor XIIa. purified FXIIa, Boc-QGR-AMC fluorogenic substrate, 2 h. AID 800. 0.3% of 220,000 active. P00748. inhibition, % at 5 µM; in the data active = inhibition above about 40%;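 note: 0% = enzyme with no compound and 100% = blank without enzyme; many of its hits are not listed in these tables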
# KLK5 inh – kallikrein 5 (human) inhibition; Q9Y337; recombinant hK5, fluorogenic AMC substrate cleavage; inhibition, % at 5 µM; 0.59% of 210,000 active;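 active = inhibition of 40% or more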;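 note: 0% = enzyme controls without compound and 100% = no-enzyme blanks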
# FXIa inh 1536 – blocks human coagulation factor XIa protease activity; P03951; 0.14% of 220,000 active; inhibition, % at 5 µM; purified FXIa, Boc-Glu-Ala-Arg-AMC fluorogenic substrate; AID 798;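 active = inhibition of at least 40%; inactive = inhibition below 40%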;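 note: fluorescence of freed AMC excited at 355 nm; 0% = enzyme without compound and 100% = no enzyme blank; many of its hits are not listed in these tables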
# eIF4E 4G PPI – eIF4E/eIF4G interaction inhibition in translation initiation. P63073+Q04637. TR-FRET eIF4E-eIF4GI(517-606) binding, 2 h. inhibition, % at 21.7 µM. 0.37% of 220,000 active;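 active = inhibition above about 30%, limit read from the data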;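 note: 0% = full FRET control wells and 100% = background wells lacking eIF4GI fragment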
# Wee1 degr inh – inhibitors of human Wee1 degradation | P30291 | HeLa Luc-Wee1K328M stability, luciferase luminescence; 100% = proteasome inhibitor MG132 effect | reporter increase, % at 5 µM | 1.2% of 220,000 active | AID 1321;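 active = activation above the mean of all tested compounds plus 3 SD, set per screening run, cut at about 8.8% in these data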;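 note: cells exposed to compound for 20 h before luminescence read; 0% = DMSO alone and 100% = MG132 at 30 µM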
# Target sequence (P30291 whole entry K328M): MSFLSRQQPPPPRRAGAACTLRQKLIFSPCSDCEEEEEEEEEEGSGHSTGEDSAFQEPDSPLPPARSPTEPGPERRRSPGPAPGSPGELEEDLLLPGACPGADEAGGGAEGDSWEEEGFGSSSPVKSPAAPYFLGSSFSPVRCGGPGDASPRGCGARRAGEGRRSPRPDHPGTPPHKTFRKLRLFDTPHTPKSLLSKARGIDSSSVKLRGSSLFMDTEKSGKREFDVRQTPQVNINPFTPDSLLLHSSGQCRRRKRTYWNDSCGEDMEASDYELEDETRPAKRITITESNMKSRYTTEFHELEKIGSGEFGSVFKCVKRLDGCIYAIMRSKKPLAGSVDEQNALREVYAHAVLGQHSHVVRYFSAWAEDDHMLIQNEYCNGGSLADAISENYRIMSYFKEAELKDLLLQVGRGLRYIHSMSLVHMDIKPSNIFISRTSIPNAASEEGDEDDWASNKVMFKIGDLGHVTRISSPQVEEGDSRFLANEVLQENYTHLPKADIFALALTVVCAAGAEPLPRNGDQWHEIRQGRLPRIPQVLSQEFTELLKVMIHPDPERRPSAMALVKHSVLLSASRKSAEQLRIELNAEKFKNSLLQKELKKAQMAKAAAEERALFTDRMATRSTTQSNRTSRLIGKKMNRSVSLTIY
# 14-3-3 Bad inh – disrupts binding of bovine 14-3-3 zeta to phospho-Bad peptide; P63103; TR-FRET 14-3-3zeta/Dy647-pBad peptide displacement, 1 h; inhibition, % at 21.7 µM; 0.71% of 220,000 active;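 active = inhibition above about 70%, limit read from the data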;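 note: 0% = full 14-3-3 plus peptide FRET controls and 100% = background without 14-3-3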
# p97 inhibitor – human p97 ATPase inhibition; P55072; recombinant p97 ATPase, Kinase-Glo ATP luminescence, 3 h; inhibition, % at 8 µM; 0.42% of 220,000 active; AID 1481; in the data active = inhibition above about 15%;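 note: 0% = DMSO vehicle and 100% = wells lacking enzyme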
# The depositor's hits bear a star; . = not tested or not shown; [ ] = another dose, or the depositor's remark.
SMILES,MDM2 E3 inh,Rad51 HR inh,FXIIa inh 1536,KLK5 inh,FXIa inh 1536,eIF4E 4G PPI,Wee1 degr inh,14-3-3 Bad inh,p97 inhibitor
Cc1cc(C)c(CSc2ncnc3nc[nH]c23)c(C)c1,-5,3,4,-2,-6,-2,1,-1,-5
O=C(O)c1ccc(NS(=O)(=O)/C=C/c2ccccc2)cc1,-8,-2,5,3,4,7[fluorescence artefact?],0,13[fluorescence artefact?],6
Nc1nnc(SCC(=O)c2ccc3c(c2)NC(=O)CO3)s1,-1,.,4,-3,0,-3,-1,-7,0
CCCN(C(=O)c1ccco1)c1nnc(-c2cccc(C)c2)s1,-2,-10,13,8,3,4,7,-7,-2
CCOC(=O)c1cc2sccc2n1CCCN1C(=O)c2ccccc2C1=O,-19,3,-5,7,-3,0,1,7,-7
O=C(CC1SC(=Nc2ccc(O)cc2)NC1=O)Nc1ccccc1 (configuration not stated),-10,-3,1,0,-6,1,4,-1,5
CCSC1=C(C#N)C(c2ccc(C)o2)CC(=O)N1 (configuration not stated),4,.,6,0,0,-4,-3,-3,8
Cc1noc(C)c1S(=O)(=O)Nc1ccc(C(=O)N2CCC(C)CC2)cc1,.,.,4,.,2,-1,4,0,7
COc1ccc(-c2nsc(SCC(=O)NCC3CCCO3)n2)cc1 (configuration not stated),-8,-2,5,-7,-5,-3,-1,-7,2
COC(C(=O)Nc1cccc([N+](=O)[O-])c1)c1ccccc1 (configuration not stated),-6,1,5,-11,-5,-1,2,1,1
CCCCC1=CC2=CC(=O)C(C)(OC(=O)CC)C(=O)C2=CN1C1CCCC1 (configuration not stated),7,-2,13,3,3,-1,.,-7,.
O=C(Nc1ccc(F)cc1)Nc1ccc(Oc2ncnc3cc(Cl)ccc23)nc1,0,5,2,-2,-3,-9,1,5,7
O=C(c1cc2c(s1)CCC2)N1CCN(c2ccccc2)CC1,-7,-5,8,-47,7,-19,1,-5,1
CC1CCC(NC(=O)C2CC(=O)N(c3ccc4c(c3)OCCO4)C2)CC1 (configuration not stated),-2,5,6,-3,-2,0,-4,-12,-2
O=C(CSc1ncnc2c1cnn2CCO)Nc1cccc(C(F)(F)F)c1,-12,.,3,-13,-4,-1[fluorescence artefact?],-3,11,0
Cc1cc(C(=O)C(C)OC(=O)C2=NNC(=O)CC2)c(C)n1-c1ccc(OC(F)F)cc1 (configuration not stated),-2,0,8,-14,8,-19,-1,9,-1
CCOC(=O)C1C(=O)C=C(c2ccc(C)cc2)CC1c1ccccc1 (configuration not stated),0,4,9,2,0,0,-1,3,-7
O=S(=O)(Nc1nc2ccccc2nc1NCc1ccco1)c1ccc(F)cc1,-5,.,11,2,5,-2,2,-2,8
COc1cc(OC)c(OC)cc1/C=N/NC(=O)c1cccc(S(=O)(=O)N2CCOCC2)c1,2,9,9,3,2,3,-3,-20,4
COC(=O)c1ccccc1NC(=O)c1ccc(F)cc1,-6,17,4,0,-1,-3,-1,-2,4
COc1ccc(-c2nc(C#N)c(NCCN(C)C)o2)cc1,-6,-2,11,-9,6,-2,9.1*,61,-2
COc1ccc(CNC(=O)CN(c2cccc(OC)c2)S(C)(=O)=O)cc1,-25,1,10,-5,-2,-3,3,-1,-2
COc1ccccc1NC(=O)c1cccc(S(=O)(=O)N2CCOCC2)c1,-26,12,11,-19,-10,2,1,-8,-3
O=C(NCc1cccs1)C1CC(=O)N(c2ccccc2)C1 (configuration not stated),-6,2,17,6,2,-8,0,9,1
O=C(CSc1cccc[n+]1[O-])N1CCCc2ccccc21,-41,-3,0,-1,2,-1,0,-2,2
O=C(CN1CCCCC1)Nc1ccc(F)c(Cl)c1,-16,1,-14,8,-5,1,1,-17,3
CCCOc1ccc(N2C(=O)CC(NCCNc3ccc(S(=O)(=O)CC)cc3)C2=O)cc1 (configuration not stated),-14,-4,7,-12,-7,-2,0,-9,6
COc1ccc(CN(C)CC(=O)NC(C)c2ccccc2)c(OC)c1 (configuration not stated),-7,.,11,4,2,1,-3,13,-1
COc1cc2c(cc1OC)CN(C(=O)C1(c3ccccc3)CC1)CC2,-11,0,19,-1,4,2,0,-10,8
CCc1ccc2[nH]c3nc(C)cc(C)c3c(=O)c2c1,-11,9,1,-18,0,10,1,6[fluorescence artefact?],3
CCN1CCN(c2ccc(N=Cc3ccc(O)cc3O)cc2)CC1,-7,1,-2,2,-5,13,-3,53,5
CCN(CC)CCN1C(=O)C(O)=C(C(=O)c2ccco2)C1c1ccccn1 (configuration not stated),4,2,18,5,5,-11,-1,1,-2
CC1CSc2ccccc2NC1=S (configuration not stated),0,-2,2,-12,-4,-4,-1,-10,-3
C=CCn1c(=O)c2ccccc2n2nnc(C(=O)OCC)c12,5,8,0,6,-5,-3,1,-4,-2
O=C(CCCCl)NC1=NN(c2ccccc2)C(=O)C1,-18,2,10,-5,1,4,1,-9,14
O=C1c2ccccc2NC2CCCCCN12 (configuration not stated),-5,5,-8,-37,-4,0[fluorescence artefact?],-2,15,3
O=C(O)C1C2C=CC(O2)C1C(=O)Nc1ccc(S(=O)(=O)Nc2ccccc2)cc1 (configuration not stated),5,.,-8,-2,-7,1,0,0,5
Cc1ccc(NC(=O)COC(=O)c2ccc([N+](=O)[O-])s2)c(C)c1,-14,-16,7,-4,10,2[fluorescence artefact?],0,12[fluorescence artefact?],5
CC1(CC(=O)N/N=C/c2ccc(-c3ccc(C(=O)O)cc3)o2)OCCO1,-4,-2,2,-12,-1,1,-2,4[fluorescence artefact?],3
C=CCn1c(SCc2nc3sc(C(=O)O)c(C)c3c(=O)[nH]2)nnc1-c1ccccc1,-91,-10,18,9,25,0,1,1,-1
O=C(COc1ccc(Cl)cc1Cl)Nc1ccccn1,-93,-2,5,7,3,0,-5,3,-65
O=C1CCCC(O)=C1C=Nc1ccc(O)cc1,0,-4,12,-2,4,1[fluorescence artefact?],-4,5[fluorescence artefact?],2
O=C(Nc1nnc(CCN2CCCCC2)s1)c1ccccc1,-4,18,3,-17,-5,0,4,10,-1
CCOCCn1c(-c2ccccc2)nc2ccccc21,-1,15,10,1,1,2,3,3,2
COc1ccc(NC(=O)c2ccc(NC(=O)C(C)C)cc2)c([N+](=O)[O-])c1,4,4,14,-17,3,1,2,-21,8
CN(CCn1ccnc1)Cc1cn(Cc2ccccc2)nc1-c1ccc2c(c1)OCO2,-33,3,2,-2,-1,-3,-1,5,6
CC(C)NC(=O)C(OC(=O)c1ccccc1)C(OC(=O)c1ccccc1)C(=O)O (configuration not stated),-9,2,10,-7,0,0[fluorescence artefact?],-1,70*,1
COc1ccc(-c2nc(N)ncc2-c2csc(C)n2)c(O)c1OC,-3,-2,8,-7,-8,-2,-2,0,-1
CN(Cc1ccccc1)c1ccc(N2C(=O)CCCC2=O)cc1[N+](=O)[O-],1,13,1,-14,0,7,0,-4[fluorescence artefact?],3
COc1ccccc1OCCn1c(=O)oc2ccc(C)cc21,4,16,7,-6,3,-1,1,-8,2
O=S(=O)(NC12CC3CC(CC(C3)C1)C2)c1ccc(F)cc1,-15,-1,-10,-23,-7,-4,0,-8[fluorescence artefact?],-5
Cn1c(=O)c2c(-c3ccccc3)n(CCCN3CCOCC3)cc2n(C)c1=O,-1,-9,-8,-4,-8,6,3,-4,1
CCOC(=O)c1cccc(Nc2ncnc3ccc(C)cc23)c1,-20,26,27,2,18,-5,-3,2,-5
N/C(=N\OC(=O)CCCOc1ccc(Cl)cc1Cl)c1ccncc1,-18,0,2,-16,-2,-8,0,-2,-3
O=C1Cn2c(nc3ccccc32)N1c1ccccc1F,-6,-4,14,10,4,-2,2,3,6
c1cc2ccc3ccc(-n4cnnn4)c4ccc(c1)c2c34,10,-5,2,-46,4,-21[fluorescence artefact?],-3,52[fluorescence artefact?],1
COc1ccccc1OCCn1cc(C(=O)c2ccco2)c2ccccc21,-2,-2,15,2,5,-2,-2,5,-3
Cc1ccc(Nc2c(-c3ccc(N(C)C)cc3)nc3ncccn23)cc1,-11,1,11,3,-1,0,1,-4,1
CCN(CC)S(=O)(=O)c1ccc(N2CCOCC2)c(NC(=O)c2cc(-c3ccccn3)nc3ccccc23)c1,-29,-12,9,1,2,-7,-1,-13,4
COc1ccc(CCN=C(NS(=O)(=O)c2ccccc2)c2ccccc2)cc1OC,-3,-24,10,-3,-3,-4,-1,-10,1

# Next part
SMILES,MDM2 E3 inh,Rad51 HR inh,FXIIa inh 1536,KLK5 inh,FXIa inh 1536,eIF4E 4G PPI,Wee1 degr inh,14-3-3 Bad inh,p97 inhibitor
NC(=S)N=Nc1c(O)n(Cc2ccc(Br)cc2)c2ccccc12,-12,4,4,2,2,4,4,7,4
CC(C#Cc1c([C@@H](C)Oc2ccccc2)nnn1Cc1ccccc1)Oc1ccccc1 (some centres not stated),-16,-5,5,0,3,2,.,-1,.
CSC1=NCCN1C(=O)c1cccc(Br)c1,-6,23,13,1,7,5,0,1,1
Cn1ncc([N+](=O)[O-])c1C(=O)Nc1nccs1,-9,2,2,-10,-3,-3,-2,-2,3
COc1ccc(-c2nc(SC)n(C)c(=O)c2C#N)cc1OC,-16,-7,2,-19,14,-4[fluorescence artefact?],1,2[fluorescence artefact?],5
COc1ccc(-c2[nH]ncc2CN2CCSCC2)c(OC)c1,7,-39,9,2,-2,1,1,-11,4
Cc1ccc(C(=O)CS(C)(=O)=O)cc1,-18,2,33,5,25,6[fluorescence artefact?],0,7,4
COc1cccc(OC)c1OCCCCc1c(C)n[nH]c1C,-25,-1,1,-19,7,3,-1,11,-3
O=C1N/C(=N\S(=O)(=O)Cc2ccccc2)S/C1=C/c1cccc([N+](=O)[O-])c1,-3,10,11,4,6,-5,-1,-14,3
Cn1c(=O)oc2cc(S(=O)(=O)N3CCN(Cc4ccc5c(c4)OCO5)CC3)ccc21,-17,-1,0,-27,-7,0,1,9,6
CC1Oc2ccccc2C=C1/C=N\NC(=O)c1cccnc1 (configuration not stated),-2,.,12,3,3,3,-2,7,1
Cc1nn(Cc2ccccc2Cl)c(Cl)c1/C=C/C(=O)OCC(=O)NC1CCS(=O)(=O)C1 (configuration not stated),-10,-49,4,0,-3,3,-3,-8,0
O=C(CN1CCC(n2nnc3cc(F)ccc32)CC1)NNC(=O)c1ccccc1,2,-1,15,-16,-2,6,4,-4,-6
COC(=O)C1=C(C)OC(N)=C(C#N)C1c1ccccc1F (configuration not stated),-21,5,4,-5,-4,0,2,1,1

# Whole records, quoted from the list. Order of screens: MDM2 E3 inh, Rad51 HR inh, FXIIa inh 1536, KLK5 inh, FXIa inh 1536, eIF4E 4G PPI, Wee1 degr inh, 14-3-3 Bad inh, p97 inhibitor
# COc1ccc(CN(C)CC(=O)NC(C)c2ccccc2)c(OC)c1 (configuration not stated) reads -7, ., 11, 4, 2, 1, -3, 13, -1
# O=C(CSc1cccc[n+]1[O-])N1CCCc2ccccc21 reads -41, -3, 0, -1, 2, -1, 0, -2, 2
# O=C1c2ccccc2NC2CCCCCN12 (configuration not stated) reads -5, 5, -8, -37, -4, 0[fluorescence artefact?], -2, 15, 3
